Screening results deposited in PubChem by several laboratories.
SR-BI HDL uptake – inhibitors of mouse SR-BI mediated HDL lipid uptake; AID 488896; Q61009; inhibition, % at 12.5 µM; 0.96% of 320,000 active; ldlA[mSR-BI] CHO cells, DiI-HDL uptake fluorescence, 3 h;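 active means mean replicate inhibition of at least 70% and a set share of replicates each scoring 70 or more; inconclusive means meets just one of the two criteria; inactive means fails both criteria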;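 further: 0% = median of neutral control wells and 100% = median of positive control wells; values of inactives mirror those of a sister screen read the other way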
Target sequence (Q61009 whole entry, looked up): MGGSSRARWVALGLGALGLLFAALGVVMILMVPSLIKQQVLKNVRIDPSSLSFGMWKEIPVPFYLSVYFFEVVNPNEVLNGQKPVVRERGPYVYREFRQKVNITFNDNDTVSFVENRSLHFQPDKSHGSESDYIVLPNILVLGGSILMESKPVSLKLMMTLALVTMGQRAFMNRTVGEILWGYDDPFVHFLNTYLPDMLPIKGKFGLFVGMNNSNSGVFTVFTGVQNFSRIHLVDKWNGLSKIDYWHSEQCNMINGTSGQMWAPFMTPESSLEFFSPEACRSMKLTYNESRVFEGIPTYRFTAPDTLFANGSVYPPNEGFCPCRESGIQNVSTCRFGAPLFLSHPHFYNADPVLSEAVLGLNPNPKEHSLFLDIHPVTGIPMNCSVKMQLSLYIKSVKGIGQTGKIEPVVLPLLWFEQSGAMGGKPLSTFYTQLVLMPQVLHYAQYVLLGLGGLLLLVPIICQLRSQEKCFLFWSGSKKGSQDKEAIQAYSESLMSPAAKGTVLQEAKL
Tat export inh – inhibitors of E. coli Tat protein transport | AID 488895 | 0.036% of 340,000 active | inhibition, % at 10 µM | E. coli MC4100 TorA-mCherry Tat export, fluorescence;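 active means mean replicate inhibition at least 50% and at least half of replicates individually reaching 50%; inconclusive means only one of the two criteria met; inactive means neither criterion met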;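 further: exported cargo escapes ClpAP degradation while cytoplasmic cargo is degraded and loses fluorescence; 0% = median of neutral control wells and 100% = median of NaSCN control wells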
CAL PDZ FP-1 – inhibitors of human CAL PDZ peptide binding | purified CAL PDZ, TMR-peptide fluorescence polarization, 1 h | inhibition, % at 20 µM | 0.02% of 330,000 active | AID 504414;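 active means highest replicate inhibition of at least 40%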;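 further: plate controls were DMSO neutral control wells for no effect and unlabeled competitor peptide control wells for full effect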
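Test system: tagged CAL PDZ domain / Buffer or medium: sodium phosphate/NaCl buffer pH 7.4 with TCEP, IgG, Thesit / Reagent: TMR-labelled reporter peptide T*-PRC34 bound in PDZ groove / Compound dosing: single point, 20 µM / Schedule: 1 h incubation at room temperature before polarization reading / Technique: fluorescence polarization (mP) / Benchmarks: unlabelled peptide, DMSO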
AddAB inh – less growth of phage-infected E. coli with AddAB | E. coli expressing H. pylori AddAB, absorbance growth | inhibition, % at 11.9 µM | 0.29% of 330,000 active; in the data active means inhibition above about 12%;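 further: 0% = vehicle wells of infected cells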
CAL PDZ FP-2 – CAL PDZ (human) peptide binding inhibition. Q9HD26. purified CAL PDZ, TMR-peptide fluorescence polarization, 1 h. inhibition, % at 24.9 µM. 0.92% of 300,000 active. AID 602252;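 active means mean inhibition of at least 30% with at least half of replicates also reaching 30%; inconclusive means no clear call, values can overlap the other calls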;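 further: 0% = DMSO neutral control and 100% = excess unlabeled competitor peptide PRC23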
Ecoli viability – reduces bacterial viability in AddAB counter-screen | inhibition, % at 11.9 µM | 0.27% of 330,000 active | AID 449728 | E. coli V3065 growth, OD600 absorbance, 18 h;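 active means inhibition above the campaign's mean inhibition across all tested compounds plus 3 SD, cut at about 9.9% in these data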;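 further: uninfected addAB+ strain grown without phage in ampicillin broth; 0% = DMSO wells and 100% = ciprofloxacin 0.95 µg/ml wells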
Wnt act – activators of Wnt/beta-catenin signaling | 1.2% of 300,000 active | Wnt/beta-catenin reporter cell assay, activator, plate reader | activation, % at 9.35 µM | AID 743398; in the data active means activation above about 30%, passing the limit was not always enough; inconclusive means no clear call, values can overlap the other calls;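 further: 0% = neutral control wells and 100% = positive control wells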
phage Ecoli inh – E. coli growth loss with phage present. growth absorbance. inhibition, % at 11.9 µM. 0.26% of 360,000 active; in the data active means inhibition above about 11%
SR-BI uptake up – SR-BI HDL lipid transfer activation; 0.096% of 320,000 active; activation, % at 12.5 µM; AID 504775; CHO ldlA[mSR-BI] cells, DiI-HDL uptake fluorescence, 3 h; 100 = double the neutral-control signal;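 active means mean replicate activation of at least 60% and every replicate at or above 60%; inconclusive means mean or all-replicate condition met, but not both; inactive means mean below 60% and not all replicates reaching 60%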;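 further: 0% = median plate neutral-control signal and 100% = twice that signal; values of inactives mirror those of a sister screen read the other way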
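Material: SR-BI-overexpressing, LDLR-lacking CHO cells; schedule: compound exposure 3 h, 37 °C; reagent: DiI-labelled HDL at 10 µg/mL final; technique: bottom-read fluorescence, 550/595 nm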
MITF TRPM1 HTS – increases MITF-driven TRPM1 promoter luciferase signal. SK-MEL-5 TRPM1-promoter luciferase, 24 h; % of positive control, neutral wells = 0. activation, % at 12.5 µM. 0.75% of 300,000 active;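 active means mean activation of at least 80% with every replicate also reaching 80%; inconclusive means mean reaches 80% but some replicate falls short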;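 further: 0% = neutral control wells and 100% = parthenolide positive control wells; values of inactives mirror those of a sister screen read the other way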
* hit, by the source's call; ? = inconclusive; . = not tested or not shown. Rows are unselected; 3.6% or so of the library scored in one or more.

Results follow in this order: SR-BI HDL uptake, Tat export inh, CAL PDZ FP-1, AddAB inh, CAL PDZ FP-2, Ecoli viability, Wnt act, phage Ecoli inh, SR-BI uptake up, MITF TRPM1 HTS
COc1ccc(CNC(=O)C(C)Sc2nc3ccccc3c(=O)n2CCCN2CCOCC2)cc1 (centres undefined)
    -30.4, -7.2, -1.0, 2.4, -7.8, -0.1, -1.4, 3.8, 30.4, 0.6
CCc1ccc(C(C(=O)NCc2ccccc2)N(C(=O)c2csnn2)C2CC2)cc1 (centres undefined)
    18.6, -2.3, -1.0, 98.6*, -4.7, 45.9*, 0.0, 0.5, -18.6, -3.6
Cc1nnc(-c2cccc(Br)c2)c2cn(-c3cccc(Br)c3)nc12
    53.1, -16.8, -2.4, 1.8, -1.4, 0.3, -5.0, 0.2, -53.1, -1.3
Cc1ccccc1CCN(C(=O)CN1C(=O)c2ccccc2S1(=O)=O)C(C(=O)NCC1CCCO1)c1ccncc1 (centres undefined)
    -57.5, 5.2, -0.4, 1.3, -3.5, -0.2, -1.1, 2.2, 57.5, 1.4
O=c1c2ccccc2nc2c3ccccc3cnn12
    -16.6, 9.0, -1.0, 1.2, -6.2, 1.3, 10.3, 3.9, 16.7, 47.6
Cc1ccc(C2(C)NC(=O)N(CC(=O)Nc3cc(S(=O)(=O)N4CCCCC4)ccc3OC(C)C)C2=O)cc1 (centres undefined)
    3.5, 3.5, -2.2, 1.2, -1.7, -1.3, -9.6, 2.7, -3.5, -17.9
COc1cccc(-n2nc(-c3ccnn3-c3ccccc3)c(=O)n(C)c2=O)c1
    -39.7, 5.5, -0.7, 3.1, 0.8, 1.4, -0.8, 3.7, 39.7, .
COc1ccc(CCNC(=O)COC(=O)C2CCCCC2)cc1
    -34.4, -0.7, -0.7, 2.8, 1.4, -1.9, ., 4.2, 34.4, 6.6
COc1ccc(N(CC(=O)NCc2ccc3c(c2)OCO3)S(=O)(=O)c2ccccc2[N+](=O)[O-])c(OC)c1
    22.6, -3.0, -0.6, -0.4, 1.4, -1.1, 0.1, -1.0, ., 0.7
COc1ccc(CN2CCN(C(=O)CC(C)C)CC2)cc1
    -12.4, 26.9, -0.5, 3.6, -5.5, 0.5, 3.7, 3.6, 12.4, -8.4
CCOc1ccc(NC(=O)CCc2nnc3ccc(N4CCN(C)CC4)nn23)cc1
    -45.6, -1.4, -2.2, 0.8, 3.9, -0.4, -1.1, 2.9, 45.6, -4.9
Cc1oc(-c2cccc(Cl)c2)nc1CN1CCCC(C(=O)NCc2ccco2)C1 (centres undefined)
    1.1, -2.2, -0.7, 1.6, 4.9, -1.4, ., 1.7, -1.1, .
COc1ccc(-c2nn(-c3ccccc3)cc2/C=C2/SC(=S)N(Cc3ccco3)C2=O)c(C)c1
    18.7, -5.5, 0.3, -3.2, ., 1.9, -9.5, 2.3, -18.7, -3.0
Cc1scc(C(=O)N2CCN(c3ccc(Cl)cc3)CC2)c1C
    -9.9, -0.9, -0.6, 2.1, -4.2, -1.2, -1.2, -2.3, 9.9, -0.9
O=C(NCc1cccs1)C1CCCN1C(=O)Nc1cccc(F)c1 (centres undefined)
    -12.0, -4.8, -2.0, 0.3, -5.1, -0.1, -1.1, -0.7, 12.0, 0.2
CCn1c(SCC(=O)N2CCN(C)CC2)nc2c1c(=O)n(C)c(=O)n2C
    -15.9, 0.7, -2.3, 2.2, -0.6, -1.3, -3.0, 1.9, 15.9, 0.9
O=C1OCCN1CCNCc1cn(-c2ccc(F)cc2)nc1-c1ccccc1Cl
    -19.1, 2.2, -3.1, 0.9, -1.3, -2.7, 1.9, 0.4, 19.1, 7.5
C/C(=N\O)c1cc(Cl)cc(Cl)c1O
    -21.0, 1.8, 0.4, -3.8, -3.9, -5.1, -1.6, -7.4, 21.0, .
Cc1cc(C)c(OCCNCc2ccccc2)c(C)c1
    -2.0, 1.9, -0.5, 0.1, -2.0, 1.7, -0.8, -0.4, 2.0, -1.6
O=S(=O)(/C=C/c1ccccc1)N1CCN(c2nc(-c3ccccc3)nc3ccccc23)CC1
    ., 2.2, -2.2, -2.5, -2.6, 2.8, -4.6, 2.4, ., 5.3
N#CC(C#N)=CNc1cccnc1
    ., -0.3, -2.9, 1.2, 1.3, 2.5, 3.4, 4.2, ., 4.4
O=C(Nc1nnc(C2=COCCO2)o1)c1ccc([N+](=O)[O-])s1
    -17.5, -7.7, 0.5, 2.9, 23.1, -0.7, 2.6, 1.7, 17.5, -4.4
CC(Oc1ccc2c3c(c(=O)oc2c1)CCC3)C(=O)NC1CCN(Cc2ccccc2)CC1 (centres undefined)
    25.0, -6.6, -2.4, 1.5, -1.7, -1.0, -0.9, 1.9, -25.0, 4.8
NC(=O)COC(=O)CSc1ccc2ccccc2c1
    -12.1, -12.5, -2.4, -1.4, -1.4, -0.3, ?, -0.9, 12.1, 3.8
O=C(Cc1ccc(Cl)cc1)NN1C(=O)c2ccccc2C1=O
    -23.2, -16.1, -1.2, 5.0, 2.5, -0.1, ., 0.9, 23.2, -7.5
CCc1ccc(C2C(C#N)=C(N)Oc3cc(N)ccc32)cc1 (centres undefined)
    7.1, -4.3, -1.0, -1.3, -4.2, -2.7, 2.1, 0.7, -7.1, .
COc1ccc(N=Cc2sc3ccccc3c2Cl)cc1
    12.0, -1.4, -1.2, 1.4, -2.3, -0.3, ., -0.8, -12.0, 6.0
CCOC(=O)c1ccc(COC(=O)CNC(=O)CNC(=O)c2ccc(OC)cc2)o1
    9.7, 7.3, 0.5, 2.1, -1.3, -1.7, ., 3.1, -9.7, 3.0
COCC(=O)Nc1sc2c(c1C(=O)OC)CCCC2
    3.6, -6.2, -1.8, -2.2, -4.6, -0.3, 3.5, 2.6, -3.6, .
CC(=O)CSc1nc(-c2cccs2)c(C#N)c(=O)[nH]1
    -9.1, -9.3, -0.3, ., -2.6, ., -10.2, -0.1, 9.1, 5.7
COc1ccc(NC(=O)CC2Nc3ccccc3NC2=O)c([N+](=O)[O-])c1 (centres undefined)
    -21.6, 8.4, -0.3, 1.2, 1.0, 0.6, 5.7, 2.7, 21.6, -9.1
Cc1ccc(S(=O)(=O)Nc2ccc(Br)cc2C(NCC(=O)O)c2ccccc2)cc1 (centres undefined)
    -1.8, -0.3, -1.9, 5.6, 0.1, -0.3, ., 1.0, 1.8, -11.9
CC(C)(C)c1ccc(C(=O)NC(=S)NCc2cccnc2)cc1
    -20.8, 7.6, 0.1, 4.8, -3.8, 3.8, ., 10.4, 20.8, 16.2
COC(=O)C(C)(C)ONC(=O)Nc1ccccc1Cl
    -18.2, -0.2, -0.1, -2.2, 1.5, -0.7, -1.4, 3.9, 18.2, 12.2
COc1ccc2c(c1)cc(C(=O)N/N=C/c1c(O)c(C(=O)O)cc3ccccc13)n2C
    86.2*, -2.0, ., 2.1, -2.9, 1.2, 1.8, -1.2, -86.2, -5.0
Cc1ccc(C(=O)n2nc(C#N)c(C#N)c2N)cc1
    -7.1, 6.2, 0.4, 0.9, -1.3, -0.2, -2.2, 1.0, 7.1, 13.5
Brc1cnc2ccccc2c1N1CCCCC1
    46.8, -8.2, -0.8, 0.5, -0.5, -3.4, -2.1, 2.7, -46.8, .
Cc1nonc1NC(=O)c1oc2ccc(F)cc2c1C
    -5.3, -5.8, -1.6, 1.3, -1.9, -1.7, 1.3, 1.5, 5.3, 12.4
CC(OC(=O)c1cc(S(=O)(=O)N2CCOCC2)ccc1F)C(=O)NC1CCCCC1C (centres undefined)
    20.8, 0.8, -0.7, -0.6, 11.7, -0.4, 1.2, -0.6, -20.8, -0.9
COc1ccc(NC(=O)NC(c2ccccc2)c2ccccc2)c(OC)c1
    -6.8, 12.4, -2.4, 1.3, -3.8, 0.8, -2.5, 2.2, 6.8, 6.4
Cc1ccc2nsnc2c1NC(=O)COc1ccccc1F
    -0.8, -4.6, -2.8, 4.1, 0.4, 2.8, -0.8, 2.7, 0.8, 1.7
COc1ccc(CNC(=O)CN(C(=O)c2csnn2)c2ccc(F)cc2)cc1
    5.8, -2.9, -0.7, 0.9, -3.6, -0.6, 4.5, 1.3, -5.8, 10.5
Cc1cc(-c2nnc(SCC(=O)Nc3ccccc3C(F)(F)F)n2N)n[nH]1
    -12.2, -0.9, -0.6, 2.7, -8.1, -0.8, -1.7, -1.3, 12.2, 6.2
COc1ccc(NC(=O)C(CC(=O)O)Cc2ccc(Br)cc2)cc1 (centres undefined)
    -3.5, -3.8, 0.0, ., -3.4, ., 1.0, 1.0, 3.5, .
Cc1ccc(Nc2nnc(SCC(=O)Nc3ncc(C(F)(F)F)cc3Cl)s2)cc1
    4.9, -7.9, -0.5, 0.8, -1.1, -1.3, ., -0.2, -4.9, 11.5
COc1c(Cl)cc(Cl)cc1C(=O)Nc1ccccc1N1CCN(C(C)=O)CC1
    19.9, -1.3, -1.8, 0.6, -1.4, -3.8, ., 0.3, -19.9, 8.5
Cc1cc(NC(=O)CN2CCCCCCC2)no1
    -11.0, -8.4, -0.4, 2.1, 2.2, -0.9, ., -0.3, 11.0, -5.8
N#Cc1cnc(NN)nc1
    -5.3, -2.9, -1.9, 1.5, -4.5, 1.3, -1.5, 1.4, 5.3, -8.5
O=C(NC12CC3CC(CC(C3)C1)C2)N1CCN(c2ccccc2)CC1
    30.3, 5.5, 0.3, 2.5, ., -0.5, 0.4, 2.4, -30.3, -3.8
Cc1cccc(Nc2cc(C)c3c(O)cccc3n2)c1C
    11.1, -56.9, -0.3, 4.4, 8.2, 3.5, 19.7, 2.9, -11.1, 36.4
CCc1ccccc1NC(=O)CSc1nnc(-c2ccncc2)o1
    -10.5, -0.5, -0.5, 0.3, 1.4, -1.5, 0.1, 0.4, 10.5, 4.6
COc1ccc(OCC(=O)NCCc2c[nH]c3ccccc23)cc1
    -14.1, 4.4, -0.5, 2.2, -1.3, 1.6, -0.3, 5.6, 14.1, 4.6
CC(=O)c1c(C(C)=O)c(C)n(-c2ccc3ncccc3c2)c1C
    10.7, 15.4, -0.9, 1.5, 0.3, -0.3, 2.5, 2.5, -10.7, 6.7
COc1ccc(NC(=O)C2=CC(c3ccc(OC)cc3)=NS(=O)(=O)N2C)cc1
    21.6, -10.3, -1.3, 2.5, ., -0.1, 3.4, 3.5, -21.6, 15.3
COc1ccc(/C=C/C(=O)NC2CCS(=O)(=O)C2)cc1 (centres undefined)
    10.4, -2.6, -1.3, 0.6, -3.0, 2.0, 2.3, 0.7, -10.4, 1.0
CC1(C)Cc2c(c(N3CCOCC3)nc3sc(C(N)=O)c(N)c23)CO1
    ., 1.4, 0.0, 0.8, 2.5, -1.0, 5.1, 1.8, ., -7.1
OCCN1CCN(c2nnc(-c3ccccc3)c3ccccc23)CC1
    3.6, 0.2, -1.1, 0.2, -4.2, 0.7, -1.3, -0.9, -3.6, -1.8
CCCc1cc(C(=O)Nc2ccc(C(=O)c3ccc(C)cc3)cc2)n(C)n1
    30.4, -4.6, -3.2, -1.6, -6.9, -1.9, 1.8, 0.7, -30.4, 10.6
